NR3A LBD binder: modulates the human NR3A ligand-binding domain | NR3A LBD differential scanning fluorimetry, Tm shift; 0% = protein alone, 100% = glycine-bound protein | Tm shift relative to glycine control, % at 25 µM | 340,000 compounds, 2.5% hits;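 active = melting temperature shift of at least 10% of the positive control shift, at one fixed dose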
tim10-1 inh: inhibits growth of tim10-1 mutant yeast; S. cerevisiae tim10-1 ts strain growth, BacTiter-Glo, 24 h; inhibition, % at 20 µM; 330,000 compounds, 2.2% hits; AID 463190;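 active = inhibition of at least 40%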;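 note: mutant grown at 25 °C; 0% = DMSO wells with yeast and 100% = wells holding no yeast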
Mdm2-MdmX inh: human Mdm2/MdmX binding inhibition. O15151+Q00987. SaOS-2 split-luciferase Mdm2/MdmX complementation, luminescence. 330,000 compounds, 3% hits. AID 485346. inhibition, % at 8 µM;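 active = inhibition of at least 50% at 8 µM in the primary screen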
APJ ag: APJ receptor agonism; CHO-K1 APJ PathHunter beta-arrestin, luminescence; 0% DMSO wells, 100% apelin; activation, % at 20 µM; AID 2520; P35414; 330,000 compounds, 0.11% hits;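 active = activation more than six SD over the plate average, tested at 20 µM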;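 note: 0% = DMSO alone and 100% = apelin-13 at 10 nM; some results filed as inactive read as strong as hits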
Target sequence (P35414 whole entry, looked up): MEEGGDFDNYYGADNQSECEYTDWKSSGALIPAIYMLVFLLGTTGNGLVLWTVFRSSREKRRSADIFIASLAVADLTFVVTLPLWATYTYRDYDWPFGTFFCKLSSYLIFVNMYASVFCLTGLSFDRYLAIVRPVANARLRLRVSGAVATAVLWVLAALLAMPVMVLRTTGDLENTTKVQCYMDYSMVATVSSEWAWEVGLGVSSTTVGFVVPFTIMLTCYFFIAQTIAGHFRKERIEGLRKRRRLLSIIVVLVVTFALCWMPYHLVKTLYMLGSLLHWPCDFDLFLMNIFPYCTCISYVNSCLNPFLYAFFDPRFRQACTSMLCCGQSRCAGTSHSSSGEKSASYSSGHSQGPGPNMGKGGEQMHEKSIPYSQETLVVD
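Assay system – PathHunter CHO-K1 APJ (AGTRL-1) beta-arrestin reporter cells · Compound – one dose, 20 µM compound, 1% DMSO · Timing – compound 90 min 25 °C, reagent 1 h · Measured by – luminescence from split beta-galactosidase complementation, Galacton Star/Emerald II substrate · Measure – beta-arrestin recruitment to APJ as agonist activity, luminescent signal · Benchmarks – DMSO vs Apelin-13 10 nM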
TIM10 inh: TIM10 yeast growth inhibition; S. cerevisiae TIM10 strain growth, BacTiter-Glo luminescence, 24 h; inhibition, % at 10 µM; 330,000 compounds, 1.4% hits;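 active = inhibition of 40% or more at the single tested concentration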;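 note: wild-type TIM10 isogenic control strain grown at permissive 25 °C; 0% = DMSO yeast wells and 100% = minimal medium wells without yeast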
UPR CHOP act: activators of apoptotic arm of unfolded protein response (CHOP). AID 449763. CHO-CHOP luciferase reporter, UPR activation, luminescence; percent of tunicamycin response over DMSO baseline. activation, % at 10 µM. 330,000 compounds, 0.34% hits;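 active = at 10 µM dose, activation of 40% or more, normalized to positive control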;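 note: 100% = tunicamycin at 10 µg/mL and 0% = DMSO alone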
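System: CHO-CHOP luciferase reporter cell line; amount: 500 cells/well; buffer or medium: F12 medium containing 10% fetal bovine serum; incubation: 6 h compound exposure at 37 °C after overnight seeding; measured by: luciferase luminescence after 10 min with Steady-Glo reagent; evaluation: % reporter activation, DMSO baseline versus tunicamycin full activation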
XBP1 UPR activ: adaptive UPR (XBP1) activation. CHO-XBP1 luciferase reporter, IRE1-XBP1 UPR activation, luminescence; percent of tunicamycin response, DMSO as zero. activation, % at 20 µM. 330,000 compounds, 0.33% hits;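 active = versus positive control, 20 µM dose yields 30% or more activation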;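 note: 100% = tunicamycin at 10 µg/mL and 0% = DMSO only wells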
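incubation = overnight seeding at 37 °C, 6 h compound treatment at 37 °C | assay system = CHO-XBP1 cells stably carrying IRE1-XBP1-driven luciferase reporter | input = 1000 cells per well | detection = luciferase luminescence | dosing = single point, 20 µM final compound, 1% DMSO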
tim23-1 inh: inhibits growth of tim23-1 mutant yeast; S. cerevisiae tim23-1 growth, BacTiter-Glo luminescence, 24 h; inhibition, % at 20 µM; 330,000 compounds, 1.3% hits; AID 463212;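 active = growth inhibition of the mutant yeast at or above 50%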;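 note: temperature-sensitive mutant grown at 25 °C; plate controls were DMSO-treated mutant yeast for no effect and medium wells lacking yeast for full effect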
NALP3 yeast inh: inhibitors of NALP3 inflammasome in yeast. 330,000 compounds, 0.39% hits. inhibition, % at 10 µM. Yeast reconstituted NLRP3/ASC/caspase-1, beta-gal luminescence, 24 h. AID 2825;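 active = inhibition of 50% or more; inactive = inhibition below 50%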;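 note: plate controls were induced DMSO wells for no effect and uninduced yeast grown without galactose for full effect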
Starred values were filed as active, the others as inactive; . = no result given.

SMILES	NR3A LBD binder	tim10-1 inh	Mdm2-MdmX inh	APJ ag	TIM10 inh	UPR CHOP act	XBP1 UPR activ	tim23-1 inh	NALP3 yeast inh
Cc1cc(C)n(-c2ccc(Cl)c(C(=O)Nc3ccc(OC(F)(F)F)cc3)n2)n1	-6	-9	3	5	2	1.8	2	-31	10
CC(=O)[C@]1(O)Cc2c(O)c3c(c(O)c2[C@@H](O[C@H]2C[C@H](N)[C@H](O)[C@H](C)O2)C1)C(=O)c1ccccc1C3=O	-3	23	100*	-3	-10	-3.9	-8	49	38
Cn1cccc1/C=C1\SC(=Nc2ccccc2)NC1=O	6	-26	34	-4	18	5.1	18	23	20
CCOC(=O)c1cnc2ccc(C(=O)OC)cc2c1Nc1cccc(C(=O)O)c1	1	-5	8	-7	-2	-1.0	0	7	10
CN(C)CCNC(=O)C(=O)Nc1cc2c3c(c1)CCN3C(=O)CC2	8	-15	18	-3	0	-2.0	-1	-18	1
Cc1ccc(S(=O)(=O)Nc2nc(-c3ccc(F)cc3)cs2)cc1	-4	3	1	-2	6	0.2	0	15	10
COCCN(Cc1ccccc1)C(=O)Cc1ccc(OC)c(S(=O)(=O)N2CCOCC2)c1	0	-7	13	-6	-3	3.6	1	1	10
Cc1cccc(OCC(=O)NCCCNC(=O)c2cccnc2)c1	0	-17	9	0	-11	1.9	-3	-7	-1
Cc1ccc(C(=O)O)cc1-c1ccc(/C=C2\SC(=O)N(CC(=O)Nc3ccc4c(c3)OCO4)C2=O)o1	-2	5	-12	0	2	2.3	-2	-6	6
Oc1cccc2c3c(oc12)CCCC3	2	19	-19	1	11	0.2	1	20	24

Structures listed so far containing fluorine, in the order listed:
SMILES	NR3A LBD binder	tim10-1 inh	Mdm2-MdmX inh	APJ ag	TIM10 inh	UPR CHOP act	XBP1 UPR activ	tim23-1 inh	NALP3 yeast inh
Cc1cc(C)n(-c2ccc(Cl)c(C(=O)Nc3ccc(OC(F)(F)F)cc3)n2)n1	-6	-9	3	5	2	1.8	2	-31	10
Cc1ccc(S(=O)(=O)Nc2nc(-c3ccc(F)cc3)cs2)cc1	-4	3	1	-2	6	0.2	0	15	10

New compounds follow:
SMILES	NR3A LBD binder	tim10-1 inh	Mdm2-MdmX inh	APJ ag	TIM10 inh	UPR CHOP act	XBP1 UPR activ	tim23-1 inh	NALP3 yeast inh
CCCNC(=O)N1CCC(C(=O)c2cccc(F)c2)CC1	0	5	3	4	10	0.0	-2	12	7
Cc1ccc(C)n1-c1sc2c(c1C(=O)O)CCCC2	0	6	3	-4	16	-0.4	-1	11	2
OCC[C@@H]1C[C@H](O)[C@@H](O)[C@]2(CCc3ccccc3O2)O1	-2	-6	6	-1	-6	1.3	2	9	14
Cc1ccc(-n2c(C)nnc2SCC(=O)N2CCc3ccccc3C2)cc1	-5	0	3	-4	6	1.2	-2	12	-2
CC(C)CC(=O)N(c1ccc(F)cc1)C1C=CS(=O)(=O)C1 (stereo not given)	0	-8	16	-1	-10	-0.3	-1	-5	15
COc1ccccc1CCNC(=O)C1CCC(=O)N(C2CC2)C1 (stereo not given)	1	8	13	1	14	0.2	2	17	11
CCN(CC)CCOC(=O)c1ccc(NC(=O)CNC(=O)C2CCCCC2)cc1	1	0	-34	-1	9	0.5	-4	18	0
CC1CCN(C(=O)c2cc(F)c(F)cc2Cl)CC1	2	23	12	-8	-7	-0.4	-1	8	-6
Fc1ccc(CN2CCCCCC2)c(F)c1	-1	3	5	-4	4	-1.7	-1	7	12
Cc1ccnc(SCCn2c(N(C)Cc3ccccc3)nc3c2c(=O)n(C)c(=O)n3C)n1	0	30	-12	-1	12	-1.2	4	36	12
Cc1ccc(Cn2nnc(C(=O)Nc3cccc(C)c3C)c2N)cc1	1	11	-5	0	15	1.1	10	7	30
O=c1cc(CN2CCN(c3ccccc3)CC2)c2cc(O)c(-c3ccccc3)cc2o1	3	0	73*	1	2	16	60*	9	24
Cc1ccc(N(CC(=O)N2CCc3ccccc32)C2=NC(=O)CS2)cc1	0	22	9	-3	11	-2.2	1	22	12
CC1CCCN(C2=C(NS(=O)(=O)c3ccc(Br)cc3)C(=O)c3ccccc3C2=O)C1 (stereo not given)	-12	22	2	9	13	1.0	0	34	7
COc1ccc(CNC(=O)C2CCN(c3nccs3)CC2)cc1	-1	7	19	4	4	0.6	4	10	8
O=C(NNC(=S)Nc1ccccc1C(F)(F)F)c1ccc(Br)o1	-12	21	29	-5	13	0.7	1	0	14
CN(C)CCCN(C(=O)COc1ccccc1)c1nc2c(Cl)cccc2s1	0	18	24	-1	7	1.6	1	2	-12
CSC1=NC(C(Cl)(Cl)Cl)N=C(c2ccc(C)cc2)N1 (stereo not given)	-2	11	72*	-6	0	-2.5	9	12	35
Cc1cccc(N(CC(O)CN(C)C)S(=O)(=O)c2ccccc2)c1 (stereo not given)	-14	23	16	-5	1	-1.2	3	-7	0
CCOC(=O)CC(C#N)c1c[nH]c2ccccc12 (stereo not given)	-2	11	16	-2	5	1.6	0	11	14
O=C(Cc1ccc(F)cc1)Nc1nc(-c2ccc(F)cc2)cs1	-2	17	13	2	-3	0.2	-1	10	12
Cc1cc(C)n2nc(SCC(=O)Nc3ccc(F)cc3)nc2n1	1	-13	-13	-1	-11	0.6	-1	14	6
Cc1ccc(OCCNC(=O)C(=O)NCc2ccco2)cc1	-4	8	37	-3	-7	-1.5	-1	-10	6
COc1cc(C(=O)Cc2nc3ccccc3n2C)cc(OC)c1OC	-5	-2	18	4	2	0.0	2	11	11
O=C(Nc1nncs1)c1cc2c(s1)CCC2	2	-3	9	-3	5	4.2	-1	19	33
COc1ccccc1N1CCN(C(=O)/C=C/c2ccccc2)CC1	3	13	14	6	14	0.3	1	-8	5
COc1cc(OC)c(OC)cc1CN1CCc2ccccc2C1	2	-9	-11	-6	-10	0.9	-1	-10	12
C/C(=N\N=C\c1ccccc1)c1nnn(-c2nonc2N)c1C	1	15	-32	1	8	4.2	5	-9	9
O=C(CN(CC1CCCO1)C(=O)CCC(=O)Nc1nccs1)NCc1ccccc1 (stereo not given)	2	6	11	-5	0	1.6	-1	6	3
Cc1noc(C)c1CSCC(=O)N(C)CC(=O)Nc1ccc(F)cc1	1	0	6	-1	4	-1.3	-4	-6	7

Of the compounds above, these have a CF3 group:
SMILES	NR3A LBD binder	tim10-1 inh	Mdm2-MdmX inh	APJ ag	TIM10 inh	UPR CHOP act	XBP1 UPR activ	tim23-1 inh	NALP3 yeast inh
Cc1cc(C)n(-c2ccc(Cl)c(C(=O)Nc3ccc(OC(F)(F)F)cc3)n2)n1	-6	-9	3	5	2	1.8	2	-31	10
O=C(NNC(=S)Nc1ccccc1C(F)(F)F)c1ccc(Br)o1	-12	21	29	-5	13	0.7	1	0	14

Other compounds.
SMILES	NR3A LBD binder	tim10-1 inh	Mdm2-MdmX inh	APJ ag	TIM10 inh	UPR CHOP act	XBP1 UPR activ	tim23-1 inh	NALP3 yeast inh
N/C(=N\OC(=O)c1ccccc1Cl)c1ccccn1	1	23	6	4	21	-9.6	-5	9	29
CCOC(=O)C1C(c2ccccc2Cl)NC(=O)N(C)C1(O)C(F)(F)F (stereo not given)	0	13	14	-3	-4	-1.7	0	-1	-15
Cc1ccc(CS(=O)(=O)CCC(=O)NCCCN2CCCC2=O)cc1	2	0	10	1	-10	-2.9	-3	19	6
Cc1sc(N(C(=O)CCc2ccccc2)c2ccc(C(=O)O)cc2)nc1-c1ccccc1	-2	21	12	-1	22	0.9	-1	29	1
CCc1ccc(CN2CCCC(C(=O)N3CCCCC3)C2)cc1 (stereo not given)	-1	9	17	-2	-2	5.4	-2	13	14
CN1CCN(C(=O)c2cc3nc(-c4ccccc4)cc(-c4ccccc4)n3n2)CC1	-1	24	31	0	15	-0.5	6	20	-8
CC(=O)c1cccc(NC(=O)C2CCN(S(C)(=O)=O)CC2)c1	.	1	13	2	-3	-1.8	-1	-10	-1
Cc1noc(C)c1C(=O)N1CCN(C(=O)c2sc3cc(Cl)ccc3c2Cl)CC1	-2	12	21	-4	7	-1.6	-3	20	3
O=C(c1c(Cl)cccc1Cl)N1CCN(c2cccc3[nH]ccc23)CC1	-1	13	-9	-2	32	0.9	2	27	15
Cc1ccccc1/C(N)=N/OC(=O)/C=C/c1ccccc1	0	76*	-19	6	76*	4.1	6	73*	-9

Of the compounds above, 2 contain bromine:
SMILES	NR3A LBD binder	tim10-1 inh	Mdm2-MdmX inh	APJ ag	TIM10 inh	UPR CHOP act	XBP1 UPR activ	tim23-1 inh	NALP3 yeast inh
CC1CCCN(C2=C(NS(=O)(=O)c3ccc(Br)cc3)C(=O)c3ccccc3C2=O)C1 (stereo not given)	-12	22	2	9	13	1.0	0	34	7
O=C(NNC(=S)Nc1ccccc1C(F)(F)F)c1ccc(Br)o1	-12	21	29	-5	13	0.7	1	0	14

Remaining list, next part:
SMILES	NR3A LBD binder	tim10-1 inh	Mdm2-MdmX inh	APJ ag	TIM10 inh	UPR CHOP act	XBP1 UPR activ	tim23-1 inh	NALP3 yeast inh
O=C(Cc1cccs1)N/N=C/c1ccccc1	3	-15	35	6	-15	0.7	1	7	5
S=C(NCC1CCCO1)n1nnc2ccccc21 (stereo not given)	1	0	-15	-6	-8	-1.7	-4	6	1
CC(C)=CC(=O)N1CCCc2ccccc21	0	0	11	-6	2	-0.5	-2	2	4
COc1ccc(NC(=O)COc2cccc3c2CCN(Cc2cccnc2)C3=O)c(OC)c1	-1	-13	20	3	9	2.5	-4	6	1
COc1ccc(C2c3c(oc4ccccc4c3=O)C(=O)N2c2ccccn2)cc1OC (stereo not given)	-2	10	-9	-3	6	2.7	1	16	2
CC(=O)c1ccc(N2CCN(C(=O)c3c(-c4ccccc4Cl)noc3C)CC2)cc1	1	12	-31	1	4	1.0	-4	14	1
COc1cc2[nH]c(C(=O)NN)c(N)c2cc1OC	.	12	22	1	5	0.3	-3	2	18
Cc1c(C)[n+](=O)c2c(n1[O-])CCCCC2	-7	4	-8	2	4	2.7	0	8	18
O=C(NC1CCCCC1)N1CCN(c2ccc(Cl)cc2)CC1	1	21	4	-2	19	-0.2	-9	11	34
CCCn1nc(C(=O)N2CCN(c3ccccn3)CC2)c2ccccc2c1=O	-1	9	10	-5	-10	-0.5	0	5	4

Just TIM10 inh and NALP3 yeast inh (2 entries from above):
structure	TIM10 inh	NALP3 yeast inh
Fc1ccc(CN2CCCCCC2)c(F)c1	4	12
CCOC(=O)C1C(c2ccccc2Cl)NC(=O)N(C)C1(O)C(F)(F)F (stereo not given)	-4	-15

Screening data as filed in PubChem BioAssay.
